High-throughput results (PubChem)
hERG protect = compounds protecting human hERG from proarrhythmic drug block | hit rate 0.51% among 310,000 | AID 1511 | CHO-hERG, FluxOR thallium flux, dofetilide IC70 present | activation (rescue from dofetilide block), less the hit threshold, % at 10 µM | Q12809;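 active means activation above the mean of controls blocked by dofetilide plus 5 SD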;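 further: thallium influx through hERG after potassium depolarization seen as dye fluorescence rise; in these data hits start at about 4.7%; inactives centre near -7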
KCNK3 inh = human KCNK3 channel inhibition, primary screen | CHO-KCNK3 thallium flux, FluxOR fluorescence; active compounds read low | B-score at 10 µM | hit rate 0.84% among 340,000 | AID 602410;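 active means B-score under library mean minus 4 SD, starting fluorescence ratio at most library mean plus 5 SD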;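 further: more negative B-score means stronger inhibition of thallium flux through KCNK3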
RGS4 act = potentiators or activators of RGS4; HEK293 M3R/inducible RGS4, carbachol calcium flux Fluo4; active compounds read low; B-score at 10 µM; hit rate 0.92% among 310,000; AID 463111;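 active means B-score of the integrated calcium signal more than 4 SD below the library mean, with starting fluorescence not abnormally high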;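 further: negative B-score means reduced calcium response which marks RGS4 activation or potentiation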
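Reagent: ECmax carbachol challenge; Test system: M3R-expressing HEK293 line, RGS4 induced by doxycycline; Schedule: overnight RGS4 induction, 30 min dye load 37 °C, 20 min compound RT; Detection: calcium dye Fluo4 fluorescence; Read-out: Agonist-evoked peak-minus-minimum fluorescence over baseline, integrated ratio, B score.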
KCNQ1 act = potentiators or activators of human KCNQ1 potassium channel; CHO-K1 KCNQ1, thallium flux FluxOR fluorescence; active compounds read high; B-score at 10 µM; hit rate 0.35% among 310,000; AID 2648;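 active means fluorescence ratio B-score, a plate-corrected score, at least three library SD, with initial intensity B-score within 5 SD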
Target sequence (P51787 whole entry, looked up): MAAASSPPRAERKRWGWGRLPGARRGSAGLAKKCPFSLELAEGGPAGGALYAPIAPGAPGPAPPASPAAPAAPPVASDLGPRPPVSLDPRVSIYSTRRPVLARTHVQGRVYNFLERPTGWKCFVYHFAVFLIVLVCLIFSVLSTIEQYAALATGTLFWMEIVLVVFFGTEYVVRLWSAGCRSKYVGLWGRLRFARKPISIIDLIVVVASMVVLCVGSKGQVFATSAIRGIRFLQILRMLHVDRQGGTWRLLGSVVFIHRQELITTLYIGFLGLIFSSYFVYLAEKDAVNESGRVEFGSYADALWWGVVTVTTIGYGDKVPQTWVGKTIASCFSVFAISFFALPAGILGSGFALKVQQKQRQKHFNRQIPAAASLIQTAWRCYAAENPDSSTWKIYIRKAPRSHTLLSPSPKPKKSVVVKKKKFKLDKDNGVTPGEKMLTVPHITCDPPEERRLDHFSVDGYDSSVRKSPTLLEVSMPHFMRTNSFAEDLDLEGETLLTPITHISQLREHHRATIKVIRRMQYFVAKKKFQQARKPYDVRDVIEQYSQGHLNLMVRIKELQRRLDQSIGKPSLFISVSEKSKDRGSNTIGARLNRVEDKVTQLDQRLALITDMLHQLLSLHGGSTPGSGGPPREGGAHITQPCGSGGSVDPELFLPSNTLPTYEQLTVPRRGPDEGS
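Material: CHO-K1 cells stably expressing KCNQ1. Medium: assay buffer for compound exposure, DMSO matched across wells. Reagent: K+/Tl+ depolarizing stimulus. Compound dosing: single-concentration screen. Times: 37 °C overnight plating, 90-min dark dye load, 20-min compound pretreatment. Technique: FluxOR Tl+ flux fluorescence.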
KCNK9 inh = inhibitors of human KCNK9 two-pore domain potassium channel | Q9NPC2 | HEK293 KCNK9, FluxOR thallium flux fluorescence; active compounds read low | B-score at 10 µM | hit rate 1.2% among 310,000;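 active means ratio B-score over 3 SD below the library mean, with starting fluorescence within 5 SD of its mean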;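 further: negative B-score means less thallium flux so channel inhibition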
PolyA inh = inhibitors of polyadenylation in S. cerevisiae | S. cerevisiae SKY197-pL101 polyadenylation reporter, beta-gal luminescence; efflux-impaired pdr1/pdr3 knockout yeast; score 100 = 6 SD above DMSO | calls only at 12 µM | hit rate 0.02% among 300,000 | AID 1875;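 active means lowest replicate activity score at least 50, where 100 means six control SD above control mean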;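 further: yeast exposed to compound for 9 h at 30 °C; higher score means more reporter readthrough which indicates perturbed polyadenylation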
RGS4 block = human RGS4 inhibition | AID 463165 | P49798 | B-score at 10 µM | hit rate 0.45% among 310,000 | HEK293 M3R/RGS4 inducible, Fluo-4 calcium flux; active compounds read high; triggered by carbachol at its EC20;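 active means B-score, a plate-corrected calcium signal, over three deviations above library mean, with baseline fluorescence within five deviations of library mean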;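 further: RGS4 expression induced by doxycycline in cells with stable M3 receptor; B-score is computed from the integrated fluorescence ratio over baseline after carbachol; higher B-score means a larger calcium signal and so more RGS4 inhibition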
Target sequence (P49798 whole entry, looked up): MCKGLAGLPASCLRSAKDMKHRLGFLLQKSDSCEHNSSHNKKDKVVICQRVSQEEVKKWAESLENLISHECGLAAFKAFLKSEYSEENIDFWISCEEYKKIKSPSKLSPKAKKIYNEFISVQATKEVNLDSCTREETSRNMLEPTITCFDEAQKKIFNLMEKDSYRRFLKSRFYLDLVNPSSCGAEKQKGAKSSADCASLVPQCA
KCNQ1 inh = inhibitors of human KCNQ1 potassium channel | B-score at 10 µM | CHO-K1 KCNQ1, FluxOR thallium flux fluorescence; active compounds read high | P51787 | hit rate 1.3% among 310,000;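 active means compounds whose thallium flux B-score, printed positive for inhibition, exceeds three library SD while starting fluorescence stays within three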;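 further: channel opened by potassium depolarization with thallium stimulus after 20 min compound exposure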
Dyrk1A ADPGlo = inhibitors of rat Dyrk1A kinase | ADP-Glo luminescence, NFATc1 peptide | hit rate 0.43% among 310,000 | Q63470 | AID 504441 | inhibition, % at 12.5 µM; in the data active means inhibition above about 50%;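 further: plate controls were vehicle with enzyme for no effect and no enzyme for full effect; many of its hits are not listed in these tables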
GSK3A inh = human GSK-3 alpha kinase inhibition. hit rate 0.1% among 320,000. inhibition, % at 10 µM. ADP-Glo luminescence, 60 min. P49840. AID 2650;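 in the data active means inhibition above about 50%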;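 further: GST-tagged GSK-3 alpha with peptide substrate and 25 µM ATP; 0% = DMSO neutral wells and 100% = GW8510 positive control wells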
GSK3beta inhib = blocks human GSK3beta kinase activity; hit rate 0.038% among 300,000; GST-GSK3beta kinase, ADP-Glo luminescence, 60 min; active compounds read low; activity score (negative = inhibition), % at 10 µM; P49841;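 active means more than half of replicate wells score below -50%, meaning over 50% inhibition versus plate controls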;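 further: 0% = median DMSO wells and -100% = median GW8510 positive control wells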
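test system = GST-tagged human GSK3beta kinase, cell-free | reagent = 25 µM ATP with peptide substrate | dosing = one dose of 10 µM per compound | schedule = 60 min reaction, RT | detection = luminescent ADP-Glo measurement of ADP formed | control set = DMSO neutral wells and GW8510 at 20 µM as positive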
* marks the source's active call; other numbers are inactive results; i = inactive; x = no result given. Some of the compounds tested (hit frequency here may not be typical).

nr	smiles	KCNQ1 inh	Dyrk1A ADPGlo	RGS4 act	KCNQ1 act	hERG protect	PolyA inh	RGS4 block	GSK3beta inhib	KCNK3 inh	KCNK9 inh	GSK3A inh
1	O=C(c1cccs1)N1CCN(Cc2nc3ccccc3c(=O)[nH]2)CC1	i	1	i	i	-1	i	i	-1	i	i	0
2	FC(F)(F)c1cccc(Cc2noc(CN3CCCC3)n2)c1	i	-3	i	i	0	i	i	2	i	i	-4
3	O=C1/C(=C\c2ccco2)CCC/C1=C\c1ccco1	i	0	i	i	-11	i	i	-1	i	i	9
4	O=C(Cc1ccc(Cl)cc1)N/N=C/c1ccccc1	i	3	i	i	-2	i	i	-7	i	i	1
5	COc1cccc(-c2ccc(NC(=O)C3CCCN(Cc4cc(C)[nH]n4)C3)cc2)c1 (stereo not drawn)	i	-4	i	i	-19	i	i	2	i	i	1
6	CCC(=O)NCc1ccc(-c2nc3ncccc3o2)cc1	i	4	i	i	-5	i	i	-1	i	i	2
7	CCN(CC)CCN1C(=O)c2oc3ccccc3c(=O)c2C1c1ccc(F)cc1 (stereo not drawn)	i	-1	i	i	-10	i	i	3	i	i	1
8	Cn1cccc1C(=O)NNC(=O)COc1ccccc1F	i	-1	i	i	-13	i	i	0	i	i	-2
9	COC(=O)c1ccc(C2C(C(=O)c3cc4ccccc4o3)=C(O)C(=O)N2CCN2CCOCC2)cc1 (stereo not drawn)	i	-1	i	i	-11	i	i	-4	i	i	-2
10	COc1cc(/C=C/C(=O)OCC(=O)Nc2ccc(C)cc2[N+](=O)[O-])ccc1O	i	x	i	i	-7	i	i	-1	i	i	-2
11	CCOc1ccc(NC(=O)Nc2cc(OCC(F)(F)F)cc(OCC(F)(F)F)c2)cc1	i	2	i	i	-7	i	i	1	i	i	-1
12	Cc1cccc(CC(C)NC(=O)c2oc3c(F)cccc3c2C)n1 (stereo not drawn)	i	x	i	i	-8	i	i	1	i	i	-1
13	Cc1cccc(OCC(=O)NNC(=O)c2cccs2)c1	i	1	i	i	-9	i	i	0	i	i	6
14	C=CCN1C(=O)/C(=C\c2ccco2)C(C(=O)OC)=C1C	i	-3	i	i	-4	i	i	1	i	i	-4
15	NS(=O)(=O)c1ccc(NC(=S)Nc2ccn(Cc3cccc4ccccc34)n2)cc1	i	-4	i	i	-4	i	i	-5	i	i	-1
16	CC(C)c1nc(N2CCN(C(=O)c3ccccc3)CC2)c(C#N)c2c1COC(C)(C)C2	i	-5	-8.8*	i	-12	i	i	3	i	i	2
17	CCN(CC)CCC(=O)N1c2ccccc2CCc2ccc(NC(=O)OC)cc21	i	-3	i	i	-6	i	i	-23	i	i	4
18	COc1cccc(-c2ccc(C#N)c(SCC(=O)NCc3ccco3)n2)c1	i	5	i	i	-1	i	i	-2	i	i	1
19	CCOc1ccc(-n2ccc(=O)c(C(=O)O)n2)cc1	i	-5	i	i	-2	i	i	0	i	i	-3
20	C/C(=N\NC(=O)COc1ccc(C(C)(C)C)cc1)c1cc2ccccc2o1	i	1	i	i	-3	i	i	0	i	i	1
21	O=C1c2ccccc2C(=O)N1CC(O)COCc1ccccc1 (stereo not drawn)	i	1	i	i	-1	i	i	1	i	i	-2
22	C=CCn1c(CCNC(=O)c2ccco2)nc2ccccc21	i	9	i	i	-6	i	i	-3	i	i	-1
23	CN(CC(=O)Nc1ccc(Cl)cc1)C(=O)CNC(=O)c1ccc2c(c1)OCO2	i	-4	i	i	-13	i	i	-3	i	i	-1
24	CCOC(=O)COc1ccc2c(C#N)c3ccccn3c2c1	i	4	i	i	-13	i	i	0	i	i	x
25	CC1(C)Cc2cccc(OCC(=O)Nc3nccs3)c2O1	i	0	i	i	7.7*	i	i	-3	i	i	0

Reformatted with values under each structure: 5 of the compounds above.
Under each structure – KCNQ1 inh	Dyrk1A ADPGlo	RGS4 act	KCNQ1 act	hERG protect	PolyA inh	RGS4 block	GSK3beta inhib	KCNK3 inh	KCNK9 inh	GSK3A inh
2: FC(F)(F)c1cccc(Cc2noc(CN3CCCC3)n2)c1
→ i	-3	i	i	0	i	i	2	i	i	-4
16: CC(C)c1nc(N2CCN(C(=O)c3ccccc3)CC2)c(C#N)c2c1COC(C)(C)C2
→ i	-5	-8.8*	i	-12	i	i	3	i	i	2
19: CCOc1ccc(-n2ccc(=O)c(C(=O)O)n2)cc1
→ i	-5	i	i	-2	i	i	0	i	i	-3
23: CN(CC(=O)Nc1ccc(Cl)cc1)C(=O)CNC(=O)c1ccc2c(c1)OCO2
→ i	-4	i	i	-13	i	i	-3	i	i	-1
24: CCOC(=O)COc1ccc2c(C#N)c3ccccn3c2c1
→ i	4	i	i	-13	i	i	0	i	i	x

Later entries.
nr	smiles	KCNQ1 inh	Dyrk1A ADPGlo	RGS4 act	KCNQ1 act	hERG protect	PolyA inh	RGS4 block	GSK3beta inhib	KCNK3 inh	KCNK9 inh	GSK3A inh
26	COc1ccccc1N(Cc1ccccc1)S(=O)(=O)c1cccc(C(=O)Nc2cccc(C)n2)c1	i	5	i	i	-7	i	i	2	i	i	0
27	O=C(Nc1ccccc1)c1ccc(Br)c(S(=O)(=O)Nc2cccnc2)c1	i	2	i	i	0	i	i	-2	i	i	-1
28	CCOc1ccccc1-c1noc(CCCC(=O)NC2CCCCC2)n1	i	4	i	i	-7	i	i	-1	i	i	-2
29	COc1ccccc1N1CCN(C(=O)CCS(=O)(=O)c2ccc3c(c2)oc(=O)n3C)CC1	i	5	i	i	-5	i	i	1	i	i	-1
30	COc1ccc(-c2cc(C(=O)N3CCN(Cc4ccccc4)CC3)no2)cc1OC	i	5	i	i	-14	i	i	-3	i	i	-1
31	O=C(NCc1ccccc1)c1c[nH]c2ccc(S(=O)(=O)Nc3ccc4c(c3)OCCO4)cc2c1=O	i	5	i	i	-1	i	i	1	i	i	-2
32	CCOC(=O)c1c(-c2ccc(F)cc2)csc1NC(=O)C1CC=CCC1C(=O)O (stereo not drawn)	i	-2	i	i	-7	i	i	5	i	i	-4
33	CCC(C)CCN1C(Nc2ccccc2)=NC[C@@H]1Cc1ccccc1 (stereo partly drawn)	i	57*	i	i	-10	i	i	1	i	i	-3
34	Cc1ccc(C(=O)O)cc1NC(=O)CSc1ncnc2sc3c(c12)CCC3	i	1	i	i	-12	i	i	0	i	i	-1
35	O=C(NCc1ccc(Cl)cc1)C(=O)NCC1OCCN1S(=O)(=O)c1cc(F)ccc1F (stereo not drawn)	i	-5	i	i	-11	i	i	3	i	i	0
36	O=C(Nc1nncs1)c1ccccc1NS(=O)(=O)c1cccs1	i	1	i	i	-7	i	i	-2	i	i	-4
37	CC(=O)OCCn1c(=O)c2cc3c(=O)n(CCOC(C)=O)c(=O)c3cc2c1=O	i	-5	i	i	-3	i	i	1	i	i	0
38	CCOc1ccccc1Nc1nnc(SCC(=O)Nc2cccc(S(=O)(=O)NC3=NCCCCC3)c2)s1	i	2	i	i	-12	i	i	-2	i	i	-5
39	Cn1cc(CN2CCC(CO)(CCCc3ccccc3)CC2)c(-c2ccccc2)n1	i	7	i	i	-14	i	i	-3	i	i	-1
40	CC(C)=CCN1CCN(Cc2ccc(C#CC(C)(C)O)s2)CC1CCO (stereo not drawn)	i	4	i	i	-6	i	i	2	i	i	-3
41	CCCCn1nc(NC(=O)CCC)c2cc3cc(OC)ccc3nc21	i	5	i	i	-8	i	i	-3	i	i	-2
42	CC1(C)NC(=O)N(CCOCCOc2c(Cl)cc(Cl)cc2Cl)C1=O	i	1	i	i	-21	i	i	0	i	i	-3
43	CCOC(=O)C1CCN(C(c2cc(OC)c(OC)c(OC)c2)c2sc3nc(C)nn3c2O)CC1 (stereo not drawn)	i	5	i	i	-8	i	i	0	i	i	1
44	CC(C(=O)O)n1c2ccccc2c2cnn(C)c(=O)c21 (stereo not drawn)	i	1	i	i	-6	i	i	-3	i	i	0
45	COc1ccc(OC)c(/C=N\NC(=O)c2cc3c(ccc4ccccc43)o2)c1	i	4	i	i	-7	i	i	0	i	i	-2
46	O=C(Nc1ccnn1C1CCN(C(=O)c2ccc(F)cc2)CC1)C1CCOC1 (stereo not drawn)	i	-4	i	i	-14	i	i	0	i	i	2
47	Cc1nc2ccccc2n1S(=O)(=O)c1ccc(Br)cc1	i	-4	i	i	-6	i	i	2	i	i	-3
48	COc1ccc(N2C(=O)c3cc4ccccc4cc3C2=O)cc1	i	4	i	i	-1	i	i	-1	i	i	-2
49	COc1ccccc1N1CCN(CC(=O)N(CC(C)C)c2c(N)n(CC(C)C)c(=O)[nH]c2=O)CC1	i	x	i	i	-10	i	i	3	i	i	-3
50	CCN(C(=O)COC(=O)Cc1c[nH]c2ccccc12)C1CCS(=O)(=O)C1 (stereo not drawn)	i	-2	i	i	-10	i	i	2	i	i	-1
51	O=C1CCC(=O)N1CNc1ccccn1	i	0	i	i	-6	i	i	-7	i	i	-2
52	CCOC(=O)c1c[nH]n(-c2ccccc2)c1=O	i	0	i	i	-10	i	i	3	i	i	-1
53	Cc1c(Cl)cccc1NC(=O)CCS(=O)(=O)c1cccc2nonc12	i	3	i	i	-5	i	i	x	i	i	-2
54	CN(C)S(=O)(=O)c1ccc(C(=O)OCCc2ccccc2)cc1	i	-4	i	i	-7	i	i	-1	i	i	-1

Entries above marked active in Dyrk1A ADPGlo:
item	Molecule	KCNQ1 inh	Dyrk1A ADPGlo	KCNQ1 act	PolyA inh	RGS4 block	GSK3beta inhib	KCNK3 inh	KCNK9 inh	GSK3A inh
33	CCC(C)CCN1C(Nc2ccccc2)=NC[C@@H]1Cc1ccccc1 (stereo partly drawn)	i	57*	i	i	i	1	i	i	-3
